14-3-3 PPI = modulators of 14-3-3 gamma protein binding, primary screen, biochemical, fluorescence polarization | 14-3-3 protein gamma (Homo sapiens), P61981 | FP, 14-3-3gamma / TMR-pS259-Raf peptide binding | inhibition, % at 40 µM | 160,000 compounds, 0.19% hits | AID 422, 2006; in the data active = inhibition above about 30%;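 also: 0% = protein plus tracer without compound and 100% = blank with tracer alone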
Target sequence (P61981 whole entry, looked up): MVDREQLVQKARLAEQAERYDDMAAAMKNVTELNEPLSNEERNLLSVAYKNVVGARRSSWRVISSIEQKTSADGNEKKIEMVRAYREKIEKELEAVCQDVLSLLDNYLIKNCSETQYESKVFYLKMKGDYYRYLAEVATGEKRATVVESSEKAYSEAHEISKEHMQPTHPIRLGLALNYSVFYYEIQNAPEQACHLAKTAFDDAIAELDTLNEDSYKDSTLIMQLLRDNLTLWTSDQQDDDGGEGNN
The depositor's hits bear a star; & = joins results of further samples. The list is partial. The share of hits here may be higher or lower than overall.

SMILES	14-3-3 PPI
Clc1ccc(OCc2nnc3n2N=C(c2ccc4c(c2)OCCO4)CS3)c(Cl)c1	-8
COc1ccc(-c2cc(C(=O)NCc3ccc(C)cc3)c3ccccc3n2)cc1	-3
Cc1ccc(NC(=O)CSc2ncccc2C(=O)OC(C)C)c(C)c1	0
Cc1ccc(-c2nc3cc(C(C)C)ccc3o2)cc1N	0
OCc1nn2c(c1Br)NC(c1ccc(Br)o1)CC2C(F)(F)F (centres undefined)	-6
CCC(C)C(Nc1ccc(C(=O)OC)cc1[N+](=O)[O-])C(=O)OC (centres undefined)	1
COc1ccc2c(c1)Sc1ccccc1N2CCN(C)C	-12
C=CCN1C(=O)C(O)(CC(=O)c2ccc(OC)cc2OC)c2ccccc21 (centres undefined)	6
CCSC(C)CC1C/C(=N/O)c2c(CC)noc2C1 (centres undefined)	-17
COc1ccc(C)cc1NCc1cccc(OC)c1OC	-7
O=C(Nc1nc(-c2cccc([N+](=O)[O-])c2)cs1)c1ccccc1Br	7
Cc1ccc(N2C(=O)C3C4C=CC(CC4)C3C2=O)c([N+](=O)[O-])c1 (centres undefined)	8
CCOc1ccc(CN2C(=O)CCC2(C)C(=O)NC2CCCC2)cc1OC (centres undefined)	2
Cn1c(=O)c2c(nc(SCC(=O)N3CCOCC3)n2Cc2cccc(F)c2)n(C)c1=O	4
Nc1ccccc1C(=O)Nc1nc2ccc(Cl)cc2s1	-13
Cc1ccc(-c2nc(NC(=O)CSc3nnc4scc(-c5ccccc5)n34)ns2)cc1	2
CCOc1ccc(C2=C(CN3CCOCC3)C(c3ccccc3)c3ccccc3O2)cc1 (centres undefined)	-7
CCCN(Cc1ccccc1)C(=O)Nc1ccc2c(c1)nnn2C	-2
COC(=O)Cc1[nH]nc2c1C(c1c[nH]c3ccccc13)C(C#N)=C(N)O2 (centres undefined)	2
CCOC(=O)c1ccc(-n2c(N)c(C#N)c3nc4ccccc4nc32)cc1	-27
CC(=O)NC1=NN(C(C)=O)C(C)(CS(=O)(=O)c2ccc(C)cc2)S1 (centres undefined)	-1
CCOc1ccc(C=Nc2ccccc2NC(=O)c2ccc(C(F)(F)F)cc2)cc1OCC	7
CC1CCN(S(=O)(=O)c2ccc3c4c(cccc24)C(=O)N3)CC1	-6
CCc1cc(=O)oc2c(C)c(OCC(=O)Nc3ccc4c(c3)OCO4)ccc12	-25
O=C(Cc1ccccn1)Nc1ccccc1	-11

3 compounds out of the list above, sorted by the value under 14-3-3 PPI, descending:
SMILES	14-3-3 PPI
CCOc1ccc(CN2C(=O)CCC2(C)C(=O)NC2CCCC2)cc1OC (centres undefined)	2
COc1ccc(C)cc1NCc1cccc(OC)c1OC	-7
CCSC(C)CC1C/C(=N/O)c2c(CC)noc2C1 (centres undefined)	-17

A second format for six compounds above.
14-3-3 PPI | SMILES
2 | CCOc1ccc(CN2C(=O)CCC2(C)C(=O)NC2CCCC2)cc1OC (centres undefined)
4 | Cn1c(=O)c2c(nc(SCC(=O)N3CCOCC3)n2Cc2cccc(F)c2)n(C)c1=O
-13 | Nc1ccccc1C(=O)Nc1nc2ccc(Cl)cc2s1
2 | Cc1ccc(-c2nc(NC(=O)CSc3nnc4scc(-c5ccccc5)n34)ns2)cc1
-7 | CCOc1ccc(C2=C(CN3CCOCC3)C(c3ccccc3)c3ccccc3O2)cc1 (centres undefined)
-2 | CCCN(Cc1ccccc1)C(=O)Nc1ccc2c(c1)nnn2C

(list continues)
SMILES	14-3-3 PPI
CCN(CC)C(=O)c1ccc(S(=O)(=O)Cc2ccc(C)cc2)c([N+](=O)[O-])c1	0
O=C(CN1C(=O)c2cccc3cccc1c23)NCc1ccc2c(c1)OCO2	-4
COc1ccc(NC2CS(=O)(=O)CC2OC(=O)c2ccc(F)cc2)cc1 (centres undefined)	3
COc1ccc(C(C(=O)Nc2ccc(C(C)C)cc2)N(C)C(=O)c2cnccn2)cc1 (centres undefined)	-1
Cc1cc(C)cc(-n2c(=O)c3ccccc3n(Cc3ccc(F)cc3)c2=O)c1	1
O=C(O)Cn1c(=S)[nH]c2ncccc2c1=O	5
CC(C)C12CN3CC(C(C)C)(CN(C1)C3c1ccccc1O)C2=O (centres undefined)	-1
Cc1ccc2c(c1)c1c(n2C)C(O)CCC1 (centres undefined)	-8
Cc1cc(NC(=O)Cn2c(=O)n(CCc3ccccc3)c(=O)c3ccccc32)n[nH]1	-5
NS(=O)(=O)c1ccc(CCNC(=O)c2ccccc2F)cc1	-4
O=C1C(c2ccc(F)cc2)N(Cc2ccc(F)cc2)C(=O)CN1C1CCCCC1 (centres undefined)	-4
COc1ccc(N)cc1C#N	-5
CC(C)Cc1cc(C(=O)NCCCN2CCOCC2)no1	-4
COc1ccccc1N1CCN(CC(=O)c2c(C)[nH]c3cc(C)ccc23)CC1	-3
CC(=O)c1ccc2c(c1)C1C=CCC1C(c1cc3c(cc1Br)OCO3)N2 (centres undefined)	-59
O=C(Nc1cccc(F)c1)c1cc2c(ccc3ccccc32)oc1=O	3
O=c1c2c([nH]c3ccc(Br)cc13)CCCC2	-2
CSc1cccc(NC(=O)C2C3C=CC4(O3)C2C(=O)N(Cc2ccc3c(c2)OCO3)C4C(=O)NC2CCCCC2)c1 (centres undefined)	3
CCOC(=O)c1sc2ncn(CC(=O)Nc3cc(OC)cc(OC)c3)c(=O)c2c1C	-1
O=C(NCCC1=CCCCC1)C1CCC(CNS(=O)(=O)c2ccc(Br)s2)CC1 (centres undefined)	-4
COc1ccccc1CNC(=O)c1sc2ncnc(N3CCOCC3)c2c1C	3
Cc1cc(C)c(S(=O)(=O)Nc2cccnc2)c(C)c1	-2
O=C(NCc1ccc2c(c1)OCO2)C1CCC(CNc2c(N3CCCCC3)c(=O)c2=O)CC1 (centres undefined)	-1
O=C(c1cc2c(=O)n3ccccc3nc2s1)N1CCN(c2cccc(Cl)c2)CC1	-39
O=C(c1ccccc1F)N(Cc1ccc(F)cc1)C1CCS(=O)(=O)C1 (centres undefined)	3

An excerpt of these results, comma-delimited.
structure,14-3-3 PPI
Cc1ccc(N2C(=O)C3C4C=CC(CC4)C3C2=O)c([N+](=O)[O-])c1 (centres undefined),8
CSc1cccc(NC(=O)C2C3C=CC4(O3)C2C(=O)N(Cc2ccc3c(c2)OCO3)C4C(=O)NC2CCCCC2)c1 (centres undefined),3

Later entries.
SMILES	14-3-3 PPI
CCOC(=O)C1CCN(C(=O)CN(c2ccc(OC)c(OC)c2)S(=O)(=O)c2ccccc2)CC1	2
O=C(CSc1nnnn1-c1ccccc1Cl)Nc1ccc2c(c1)OCCO2	-3
Cc1cc(=O)oc2c(C)c3occc3cc12	-6
CC(=O)Nc1ccc(C(=O)n2nc(C)cc2C)cc1	7
O=C1C(C=NCc2cccnc2)=C(O)c2ccccc21	0
Cc1ccc(Nc2ncnc3sc4c(c23)CCCC4)c(C)c1	-2
CN(C)c1ccc(NC(=O)c2cc3c(=O)n4ccccc4nc3n2C)cc1	-10
O=C(Nc1c2c(nn1-c1ccc(F)cc1)CS(=O)C2)c1ccc2c(c1)OCO2 (centres undefined)	-4
c1ccc(C2=Nn3c(nnc3-c3cccnc3)SC2)cc1	-5
COc1ccc(OC)c(N=C(C)C2=C(O)COC2=O)c1	0
COC(=O)c1[nH]c2cccc(Cl)c2c1NC(=O)CN1CCN(CCO)CC1	-11
CN(C)C(CNC(=O)CN1C(=O)NC2(CCc3ccccc32)C1=O)c1ccco1 (centres undefined)	-8
CCOC(=O)c1ccc(-n2c(C=Cc3ccc([N+](=O)[O-])o3)nc3ccccc3c2=O)cc1	-51
CCn1cc(C2=NOC(C(=O)Nc3cccc(C(C)=O)c3)C2)c(C)n1 (centres undefined)	3
COC(=O)C1=C(C)NC(=O)NC1c1ccc(O)c([N+](=O)[O-])c1 (centres undefined)	-4
C=CCn1cnnc1C(CCC(C)C)CC(C)(C)O (centres undefined)	-8
CNC(=O)C1=C(C)NC(=S)NC1c1cc(OC)ccc1OC (centres undefined)	-5
CC(=O)C1=C(O)C(=O)N(c2ccc(S(=O)(=O)Nc3nccs3)cc2)C1c1ccc([N+](=O)[O-])cc1 (centres undefined)	-8
CN(Cc1cnn(C)c1)C(=O)c1cc2ccccc2oc1=O	-1&11
O=C(Cn1ncc2c(=O)oc3ccccc3c21)N1CCN(Cc2ccccc2)CC1	-5
COC(=O)c1ccc(Nc2cc(N3CCOCC3)c3noc4c3c2C(=O)c2ccccc2-4)cc1	-301
Cc1cc(F)c(F)c(C(=O)N2CCN(C)CC2)c1Cl	-1
CCOc1ccc(C(=O)Nc2ccc(C(=O)OC)cc2)cc1[N+](=O)[O-]	2
Cc1cccc(CCNC(=O)C2CCCN(S(=O)(=O)c3cnc[nH]3)C2)c1 (centres undefined)	2
COC(=O)c1sc2cc([N+](=O)[O-])cc(Sc3ccccc3)c2c1NC(C)=O	4

An excerpt from above in order of molar mass, largest number first:
SMILES	14-3-3 PPI
Cc1cc(NC(=O)Cn2c(=O)n(CCc3ccccc3)c(=O)c3ccccc32)n[nH]1	-5
CCSC(C)CC1C/C(=N/O)c2c(CC)noc2C1 (centres undefined)	-17
COc1ccc(OC)c(N=C(C)C2=C(O)COC2=O)c1	0

(next part)
SMILES	14-3-3 PPI
CN1C(=O)NC(c2ccc([N+](=O)[O-])cc2)C2=C1CC(C)(C)CC2=O (centres undefined)	10
Cc1ccc(C(C(=O)Nc2ccc3c(c2)OCO3)N(C)C(=O)Cc2c[nH]c3ccccc23)cc1 (centres undefined)	-4
CCCc1cc(=O)[nH]c(SCc2nc3ccc([N+](=O)[O-])cc3[nH]2)n1	-14
COc1cc(C(=O)Nc2ccc3nn(-c4cccc5ccccc45)nc3c2)cc(OC)c1OC	-39
CCN=C1SC(CC(=O)Nc2sc(C)c(C)c2C(=O)OC)C(=O)N1CC (centres undefined)	4
Nc1nc(-c2cc3cc(Br)ccc3oc2=O)cs1	-2
O=C(Nc1ccccc1Cl)c1cnn2cccnc12	-41
COc1ccc(CCNc2oc(COc3ccccc3F)nc2C#N)cc1OC	-9
CCOC(=O)c1cc2c(oc1=O)c(I)cc1oc3c(c12)CCCC3	0
Cc1ccc2nsnc2c1S(=O)(=O)NCc1cccnc1	-12
COc1ccccc1N1C(=O)c2cccc3c(N4CCOCC4)ccc(c23)C1=O	-1
O=c1[nH]cnc2c1[nH]c1ccccc12	-17
COc1ccccc1C1NC(=S)NC(C)=C1C(=O)Nc1ccc(C)cc1C (centres undefined)	-7
O=C(O)c1ccc(-c2n[nH]c(=O)c3ccccc23)cc1	-1
c1cnc(N2CCN(c3ncnc4c3oc3ccccc34)CC2)nc1	-1
CCOC(=O)N1CCN(c2c(NCCN3CCCCC3CC)c(=O)c2=O)CC1 (centres undefined)	5
COc1ccccc1N1CCN(C2CCN(Cc3cccc(Cl)c3)CC2)CC1	4
Cc1ccc(CN2C(=O)CN(C3CCC(C)CC3)C(=O)C2c2ccc(Cl)cc2)cc1 (centres undefined)	0
Cc1ccc(C(=O)C2C(c3ccco3)CN(C)C23C(=O)N(Cc2ccccc2C)c2ccccc23)c(C)c1 (centres undefined)	-15
COc1ccc(NC(=O)c2cc3ccc(O)cc3oc2=Nc2ccc(C(=O)O)cc2)cc1OC	-15
O=C(c1ccc2c(=O)n(Cc3ccccc3)c(SCc3nc4ccccc4[nH]3)nc2c1)N1CCOCC1	-5
Cc1cccc(-n2nc3c(c2NC(=O)C2CCCCC2)CS(=O)C3)c1C (centres undefined)	4
COc1cccc(OC)c1C(=O)Nc1nc(-c2ccccc2)c(C(=O)c2ccccc2)s1	5
CCCCCNC(=O)CSc1nc2ccccc2[nH]1	-11
CCOC(=O)C1=C(C)NC(=S)N(C(C)=O)C1c1ccc(OC)c(OC)c1 (centres undefined)	-1
SMILES	14-3-3 PPI
O=C(c1cc2ccccc2o1)N1CCN=C1SCc1cccc([N+](=O)[O-])c1	6
Cc1nc2scc(-c3ccccc3)c2c(=O)o1	-7
CCOC(=O)Cc1nnc(NC(=O)c2ccccc2OC)s1	-1
COc1ccc(C(=O)c2ccc(OCC(C)C)cc2)cc1	-20
CCc1cc2c(SCC(=O)Nc3ccc(Br)cc3)ncnc2s1	0
COCC(=O)NCCc1nc2ccccc2[nH]1	1
Cc1cc(NC(=O)CSc2nnc(C)s2)no1	-9
CC(C)(C)c1nnc(Nc2ccc(Cl)cc2)[nH]c1=O	2
Cc1noc(C)c1C(=O)Nc1ccc2c(c1)CCC2	0
O=C(Oc1cccnc1)c1ccc([N+](=O)[O-])cc1	-17
Cc1cccc(NC(=O)c2cc3n(n2)C(C(F)(F)F)CC(c2ccc4c(c2)OCO4)N3)c1C (centres undefined)	1
COc1ccc(CNC(=O)c2ccc(Cn3c(=S)[nH]c4cc5c(cc4c3=O)OCO5)cc2)cc1	-14
COc1ccc(C)cc1NC(=O)CN1C(=S)NC(C)(C)CC1C (centres undefined)	-8
O=C(Nc1ccc2c(c1)OCO2)c1cc(-c2cccs2)on1	-20
O=C1CSC(c2ccc(Br)cc2)N1Cc1ccco1 (centres undefined)	-11
O=C(Nc1nnc(COc2ccc(F)cc2)s1)c1ccc([N+](=O)[O-])cc1	-11
CCOc1ccc(NC2=C(Cl)C(=O)N(c3cccc(C)c3C)C2=O)cc1	-4
Cc1c(NC(=O)C(C)Oc2ncnc3ccccc23)c(=O)n(-c2ccccc2)n1C (centres undefined)	-8
CC(C)N(Cc1nc(-c2ccccc2)no1)C(=O)CCCN1C(=O)c2ccccc2C1=O	-4
CCOc1ccc(S(=O)(=O)NCc2cccnc2)cc1	4
CCOc1ccc(C2C(C(N)=O)=C(C)Nc3nc(-c4ccccc4Cl)nn32)cc1OC (centres undefined)	-5
CN=C1SC(CC(=O)Nc2cccc(C(=O)O)c2)C(=O)N1C (centres undefined)	1
Cc1cc2c(NC3CCCCC3)ncnc2s1	-2
Cc1ccc(C2C=C(c3cccc(Br)c3)Nc3nnnn32)cc1 (centres undefined)	-4
CC[n+]1ccc(C)c2cc(SC(F)(F)F)ccc21	-14
CC(C)c1ccc(NC(=O)CSc2nc3ccccc3n2S(=O)(=O)c2cccs2)cc1	-5

Screening results as filed in PubChem BioAssay.
